KCNQ1 block = human KCNQ1 channel inhibition; P51787; 310,000 tested, 1.3% active; B-score at 10 µM; CHO-K1 KCNQ1, FluxOR thallium flux fluorescence; stronger effect = higher value;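 active means compounds whose thallium flux B-score, printed positive for inhibition, exceeds three library SD while starting fluorescence stays within three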;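 further: channel opened by potassium depolarization with thallium stimulus after 20 min compound exposure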
KCNK9 block = blocks the human KCNK9 two-pore domain potassium channel. Q9NPC2. HEK293 KCNK9, FluxOR thallium flux fluorescence; stronger effect = lower value. B-score at 10 µM. 310,000 tested, 1.2% active;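 active means ratio B-score over 3 SD below the library mean, with starting fluorescence within 5 SD of its mean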;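 further: negative B-score means less thallium flux so channel inhibition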
hERG rescue = shields human hERG channel from block by proarrhythmic agents; Q12809; CHO-hERG, FluxOR thallium flux, dofetilide IC70 present; activation (rescue from dofetilide block), less the hit threshold, % at 10 µM; 310,000 tested, 0.51% active;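 active means activation above the mean of controls blocked by dofetilide plus 5 SD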;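 further: thallium influx through hERG after potassium depolarization seen as dye fluorescence rise; in these data hits start at about 4.7%; inactives centre near -7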
TRPC4 act = TRPC4 (mouse) channel activation. AID 2237. Q9QUQ5. 310,000 tested, 0.49% active. B-score at 10 µM. HEK293 TRPC4beta/mu-opioid, Fluo4 calcium fluorescence; stronger effect = higher value;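 active means B-score above 5 SD of library B-scores, and initial fluorescence ratio not above library mean plus 5 SD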;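 further: positive B-score marks a calcium rise read as TRPC4 activation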
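System – HEK293 cells stably co-expressing mouse TRPC4beta and mu-opioid receptor · Signal – Fluo4 calcium-sensitive dye fluorescence, kinetic, 1 Hz baseline · Benchmarks – buffer (low) and maximal DAMGO (high) · Read-out – B score of integrated fluorescence ratio per well · Incubation – dye loading 45 min room temperature, 110 s kinetic read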
KCNQ1 pot = potentiators or activators of human KCNQ1 potassium channel; B-score at 10 µM; P51787; CHO-K1 KCNQ1, thallium flux FluxOR fluorescence; stronger effect = higher value; 310,000 tested, 0.35% active;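 active means fluorescence ratio B-score, a plate-corrected score, at least three library SD, with initial intensity B-score within 5 SD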
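Assay system: stable KCNQ1 CHO-K1 line; medium: assay buffer, equal DMSO in all wells; timing: 90 min dye loading and 20 min compound exposure, both at room temperature; technique: kinetic FluxOR thallium fluorescence, 10-s 1-Hz baseline, 110-s post-stimulus read; read-out basis: B score of baseline-normalized fluorescence ratio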
Dyrk1A ADPGlo = Dyrk1A (rat) kinase inhibition | Q63470 | ADP-Glo luminescence, NFATc1 peptide | inhibition, % at 12.5 µM | 310,000 tested, 0.43% active | AID 504441; in the data active means inhibition above about 50%;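 further: plate controls were vehicle with enzyme for no effect and no enzyme for full effect; many of its hits are not listed in these tables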
TMEM16A act = activates or potentiates the mouse TMEM16A chloride channel. HEK293 TMEM16A/YFP-H148Q/I152L, iodide quench fluorescence; stronger effect = lower value. B-score at 10 µM. 340,000 tested, 0.3% active;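 active means fluorescence-ratio B-score plate-corrected deviation score at least 3 library SD below zero, with starting fluorescence score within 5 deviations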;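 further: channel opened by trigger with iodide after compound preincubation; score built on the fluorescence ratio of max minus min over baseline; more negative score means more quench and so TMEM16A activation or potentiation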
ANO1 block = mouse TMEM16A channel inhibition, primary screen. Q8BHY3. 310,000 tested, 1.2% active. AID 588511. HEK293 TMEM16A/YFP iodide influx fluorescence, ionomycin. normalized B-score (activity score, 25-100; higher = stronger inhibition) at 10 µM;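 active means ratio plate-corrected score three or more library SD toward inhibition, starting fluorescence score within five deviations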;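 further: score derived from kinetic fluorescence span divided by baseline fluorescence per well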
TRPC4 PAM = allosteric potentiators of mouse TRPC4 channel; HEK293 TRPC4beta/mu-opioid, DAMGO EC20, Fluo-4 Ca2+ flux; stronger effect = higher value; B-score at 10 µM; 310,000 tested, 0.42% active;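 active means B-score of calcium response area above 5 SD of library B-scores, with initial fluorescence ratio within 5 SD of library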;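 further: B-score of integrated fluorescence ratio over time as area under calcium response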
HDAC3 inh = human HDAC3 inhibition | O15379 | recombinant HDAC3, fluorogenic peptide/trypsin coupled, fluorescence | inhibition, % at 8.3 µM | 320,000 tested, 0.15% active | AID 2718; in the data active means inhibition above about 26%, passing the limit was not always enough; inconclusive means no clear call, values can overlap the other calls
Target sequence (O15379 whole entry, looked up): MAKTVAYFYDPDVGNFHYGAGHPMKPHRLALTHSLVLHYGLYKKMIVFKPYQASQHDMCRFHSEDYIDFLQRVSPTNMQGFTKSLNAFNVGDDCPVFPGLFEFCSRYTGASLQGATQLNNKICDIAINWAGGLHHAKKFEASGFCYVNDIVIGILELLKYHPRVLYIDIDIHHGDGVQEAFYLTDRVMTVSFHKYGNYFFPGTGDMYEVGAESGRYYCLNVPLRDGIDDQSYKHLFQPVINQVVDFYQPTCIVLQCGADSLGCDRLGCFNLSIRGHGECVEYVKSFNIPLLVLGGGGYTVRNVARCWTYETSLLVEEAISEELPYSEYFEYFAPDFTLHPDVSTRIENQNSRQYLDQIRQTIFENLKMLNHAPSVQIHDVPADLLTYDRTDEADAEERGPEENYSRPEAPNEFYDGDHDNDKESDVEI
KCNK3 inh = human KCNK3 channel inhibition, primary screen | O14649 | CHO-KCNK3 thallium flux, FluxOR fluorescence; stronger effect = lower value | B-score at 10 µM | 340,000 tested, 0.84% active | AID 602410;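 active means B-score under library mean minus 4 SD, starting fluorescence ratio at most library mean plus 5 SD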;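 further: more negative B-score means stronger inhibition of thallium flux through KCNK3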
Target sequence (O14649 whole entry, looked up): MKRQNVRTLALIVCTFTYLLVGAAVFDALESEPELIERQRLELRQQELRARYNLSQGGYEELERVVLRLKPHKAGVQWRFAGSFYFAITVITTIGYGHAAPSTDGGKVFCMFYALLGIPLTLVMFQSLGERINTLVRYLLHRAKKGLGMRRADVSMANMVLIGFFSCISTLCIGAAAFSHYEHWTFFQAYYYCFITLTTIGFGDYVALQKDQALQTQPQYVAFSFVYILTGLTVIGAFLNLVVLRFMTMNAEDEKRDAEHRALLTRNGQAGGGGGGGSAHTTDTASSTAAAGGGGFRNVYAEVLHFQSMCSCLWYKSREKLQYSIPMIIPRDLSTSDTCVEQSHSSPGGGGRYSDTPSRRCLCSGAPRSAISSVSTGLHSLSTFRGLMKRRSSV
The depositor's hits bear a star; i = inactive; ? = inconclusive; . = no result given; & = joins results of further samples.

SMILES	KCNQ1 block	KCNK9 block	hERG rescue	TRPC4 act	KCNQ1 pot	Dyrk1A ADPGlo	TMEM16A act	ANO1 block	TRPC4 PAM	HDAC3 inh	KCNK3 inh
COc1ccccc1N1CCN(C(=O)CCCCCn2c(=O)[nH]c3ccsc3c2=O)CC1	i	i	-25.6	i	i	-3.9	i	i	i	-10.6	i
CCN1CCc2c(sc(NC(=O)c3ccc(S(=O)(=O)N4CCCCCC4)cc3)c2C(=O)NC)C1	i	i	-7.3	i	i	-1.0	i	i	i	-3.3	i
O=C(Nc1cccc(Cl)c1N1CCCCC1)c1ccc(N2CCOCC2)c([N+](=O)[O-])c1	i	i	-5.0	i	i	-2.0	i	i	i	-2.8	i
CN(C)/C=C(\C#N)C(=O)N/N=C/c1ccc(F)cc1	i	i	-9.1	i	i	-1.7	i	i	i	3.9	i
CCCC(=O)N/C(N)=N/c1nc(C)c2cc(C)ccc2n1	i	i	-5.1	i	i	.	i	i	i	6.3	i
Cc1ccc(C2NS(=O)(=O)N=C2N)cc1 (stereo not given)	i	i	-2.6	i	i	-3.4	i	i	i	2.1	i
O=C(Nc1ccccc1)N1CCN(Cc2ccccc2)CC1	i	i	2.0	i	i	8.0	i	i	i	-2.0	i
O=C(Nc1cc(S(=O)(=O)N2CCCCC2)ccc1Oc1ccccc1)C1=COCCO1	i	i	-9.1	i	i	-4.2	i	i	i	-1.8	i
COc1ccc(C(C#N)N2CCCCC2)cc1OC (stereo not given)	i	i	-6.1	i	i	-1.6	i	i	i	-2.5	i
COc1cccc(/C=C2/NC(=O)N(CC(=O)Nc3ccc(C)cc3)C2=O)c1OCc1cccc(C(=O)O)c1	i	i	-5.0	i	i	-0.7	i	i	i	2.2	i
CCN(CC(=O)NCc1ccc(Cl)cc1)C(=O)C1CCN(S(=O)(=O)c2ccc(OC)c(OC)c2)CC1	i	i	-8.4	i	i	17.1	i	i	i	1.3	i
CCOC(=O)c1ccc(NC(c2ccc(N(C)C)cc2)P(=O)(OC(C)C)OC(C)C)cc1 (stereo not given)	i	i	-7.3	i	i	-0.4	i	i	i	11.8	i

Next section, overlapping the part above by 3 compounds.
SMILES	KCNQ1 block	KCNK9 block	hERG rescue	TRPC4 act	KCNQ1 pot	Dyrk1A ADPGlo	TMEM16A act	ANO1 block	TRPC4 PAM	HDAC3 inh	KCNK3 inh
COc1cccc(/C=C2/NC(=O)N(CC(=O)Nc3ccc(C)cc3)C2=O)c1OCc1cccc(C(=O)O)c1	i	i	-5.0	i	i	-0.7	i	i	i	2.2	i
CCN(CC(=O)NCc1ccc(Cl)cc1)C(=O)C1CCN(S(=O)(=O)c2ccc(OC)c(OC)c2)CC1	i	i	-8.4	i	i	17.1	i	i	i	1.3	i
CCOC(=O)c1ccc(NC(c2ccc(N(C)C)cc2)P(=O)(OC(C)C)OC(C)C)cc1 (stereo not given)	i	i	-7.3	i	i	-0.4	i	i	i	11.8	i
O=[N+]([O-])c1ccccc1Oc1ccc(C(F)(F)F)cn1	i	i	-3.4	i	i	0.7	i	i	i	5.6	i
Cc1ccc2nc(SCC(=O)Nc3nonc3N)[nH]c2c1	i	i	-20.3	i	i	5.7	i	i	i	0.2	i
O=S(=O)(O)c1ccc(N=Nc2ccccc2)cc1	i	i	-1.8	i	i	.	i	i	i	0.9	i
COc1ccc(/C=C/C(=O)NC(=S)Nc2ccc(C(=O)O)cc2)cc1	i	i	-4.9	i	i	10.7	i	i	i	4.8	i
COc1cc(NS(=O)(=O)c2ccc(N/C=C(\C#N)c3nc4ccccc4o3)cc2)nc(OC)n1	i	i	-14.7	i	i	39.8	i	i	i	4.9	i
COc1ccc(/C=N/NC(=S)Nc2ccccc2[N+](=O)[O-])cc1O	i	i	-9.6	i	i	9.9	i	i	i	10.9	i
CCCCN(C(=O)c1cc(S(=O)(=O)N2CCOCC2)ccc1Cl)c1c(N)n(CC(C)C)c(=O)[nH]c1=O	i	i	-10.6	i	i	-11.4	i	i	i	5.1	i
C=CCC(NCc1ccccc1)c1ccc(OC)cc1 (stereo not given)	i	i	-9.3	i	i	-0.4	i	i	i	2.8	i
CN(C(=O)c1ccccc1)c1nc2ccccc2s1	i	i	-2.5	i	i	2.3	i	i	i	2.8	i
CN1CCN(C(=O)/C=C/c2ccc(Cl)cc2)CC1	i	i	1.1	i	i	0.9	i	i	i	-1.8	i
Oc1[nH]c2ccccc2c1N=Nc1nncc2ccccc12	i	i	-4.5	i	i	36.2	i	i	i	.	i
Cc1cc(C(=O)CSc2nnnn2C)c(C)n1CCc1ccc(Cl)cc1	i	i	-6.4	i	i	-4.0	i	i	i	-2.8	i

Part of the list above, limited to ANO1 block.
| canonical_smiles | ANO1 block |
| --- | --- |
| O=C(Nc1ccccc1)N1CCN(Cc2ccccc2)CC1 | i |
| O=C(Nc1cc(S(=O)(=O)N2CCCCC2)ccc1Oc1ccccc1)C1=COCCO1 | i |

Next section
SMILES	KCNQ1 block	KCNK9 block	hERG rescue	TRPC4 act	KCNQ1 pot	Dyrk1A ADPGlo	TMEM16A act	ANO1 block	TRPC4 PAM	HDAC3 inh	KCNK3 inh
Cc1cc(C(=O)NNC(=O)/C=C/c2ccc(F)cc2)c(C)o1	i	i	-14.0	i	i	1.5	i	i	i	-4.9	i
CCOc1ccc(C(=O)Nc2ccc(NC(=S)NC(=O)CC)cc2)cc1Cl	i	i	-12.0	i	i	-1.3	i	i	i	2.4	i
Cc1n[nH]c(C)c1S(=O)(=O)N1CCCC(C(=O)NCc2ccccc2Cl)C1 (stereo not given)	i	i	-8.1	i	i	-9.1	i	i	i	-8.6	i
Nc1nonc1-c1nc2ccccc2n1CC(=O)NC1CCCC1	i	i	-4.6	i	i	-1.5	i	i	i	-9.6	i
CCOC(=O)c1sc(NC(=S)NC(=O)c2ccccc2)c(C(=O)OCC)c1C	i	i	-6.6	i	i	-2.5	i	i	i	-1.0	i
COc1ccc(NC2CCCN(C(=O)c3cc(C)nc4cc(F)ccc34)C2)cc1 (stereo not given)	i	i	-7.8	i	i	-5.2	i	i	i	10.7	i
COc1ccccc1NC(=O)CCn1c(=O)c2cccn2c2ccccc21	i	i	-17.5	i	i	9.4	i	i	i	?	i
CCN1CCN(c2ncnc3scc(-c4ccc(C)c(C)c4)c23)CC1	i	i	-7.5	i	i	-0.3	i	i	i	0.0	i
O=C(N/N=C/c1ccccc1C(=O)O)c1ccncc1	i	i	2.6	i	i	-2.4	i	i	i	2.7	i
CCOC(=O)C1(Cc2ccccc2)CCN(Cc2cc(OC)c3c(c2)OCO3)CC1	i	i	-15.7	i	i	8.6	i	i	i	17.5	i
CCOc1ccc(S(=O)(=O)Nc2ccccc2C(=O)Nc2ccccc2N2CCOCC2)cc1	i	i	-1.5	i	i	-8.8	i	i	i	-1.2	i
O=C(Nc1nccs1)c1cccc(S(=O)(=O)N2CCCCC2)c1	i	i	-11.2	i	i	3.1	i	i	i	-0.8	i
O=C(CSc1ccc2nnc(-c3ccccc3)n2n1)NCc1ccc2c(c1)OCO2	i	i	-4.7	i	i	-2.3	i	i	i	-0.8	i
CCCC[n+]1c2ccccc2cc2ccccc21	i	i	-12.0	i	i	7.9	i	i	i	-18.6	i
CCSCCOC(=O)C1=C(C)N(C)C(=O)NC1c1cc(OC)ccc1OC (stereo not given)	i	i	-9.7	i	i	-3.2	i	i	i	1.4	i
COC(=O)C1=C(C(=O)OC)[C@@H]2N(Cc3ccccc3)c3ccccc3[C@@]23C[C@@H](C(=O)OC)N(C(=O)NC2CCCCC2)C3=N1	i	i	-4.7	i	i	-1.5	i	i	i	0.9	i
COc1cc(C(=O)OCC(=O)N2CCN(C(C)=O)CC2)ccc1OCC(C)C	i	i	-11.6	i	i	-4.8	i	i	i	2.0	i
NC(=O)N1c2ccccc2C=Cc2ccccc21	i	i	-3.9	i	i	10.7	i	i	i	5.1&0.6	i
Cc1cc(C(=O)OCC(=O)Nc2nccs2)c2ccccc2n1	i	i	-8.2	i	i	-5.5	i	i	i	-11.9	i
COc1ccc(OC)c(NC(=O)CCN2CC(C)CC(C)C2)c1 (stereo not given)	i	i	-3.0	i	i	3.1	i	i	i	1.9	i
COc1ccc2c(c1)C(=O)N(CCc1ccc(S(=O)(=O)NC(=O)NC3CCCCC3)cc1)C(=O)C2(C)C	i	i	-8.5	i	i	-6.8	i	i	i	7.8	i
Cc1csc(NC(=O)c2cc[n+]([O-])cc2)n1	i	i	-6.5	i	i	-7.3	i	i	i	3.1	i
CCCCn1c(N)c(N(CCC(C)C)C(=O)c2cccc(N3C(=O)c4ccccc4C3=O)c2)c(=O)[nH]c1=O	i	i	-20.6	i	i	-5.5	i	i	i	-0.2	i
COCc1c(C(=O)NC(C)c2ccc(S(N)(=O)=O)cc2)oc2ccccc12 (stereo not given)	i	i	-3.4	i	i	-7.7	i	i	i	0.5	i
COc1ccc(OC)c(/C=C/C(=O)N(C)CC(=O)Nc2ccc(C)cc2)c1	i	i	-1.7	i	i	-5.0	i	i	i	-2.5	i
CC/C(C)=N/N1C(=O)c2ccccc2NC1(C)CC (stereo not given)	i	i	-10.3	i	i	-3.4	i	i	i	-27.5	i
COc1ccc(C(=O)Nc2ccc(Cc3ccncc3)cc2)cc1Br	i	i	-1.4	i	i	-6.7	i	i	i	4.4	i
COc1cc(C(=O)N/N=C/c2ccc(OC(=O)c3ccccc3)c(OC)c2)ccc1O	i	i	-8.0	i	i	.	i	i	i	4.9	i
CO/N=C/c1ccc(N2CCN(C(=O)c3cccc(C(F)(F)F)c3)CC2)c([N+](=O)[O-])c1	i	i	-4.4	i	i	-3.0	i	i	i	?	i
Nc1c(N(CCC2=CCCCC2)C(=O)Cc2ccc(F)cc2)c(=O)[nH]c(=O)n1Cc1ccccc1	i	i	-17.4	i	i	-4.6	i	i	i	-6.0	i

Screening data (PubChem)

This is a subset. The share of hits here may be higher or lower than overall.
